BCR signal inh: blocks chronic active B-cell receptor signaling. ABC-DLBCL IkBa-CBG/CBR reporter, luminescence ratio, 4 h. Potency, µM (series often up to 46.1 µM), for inactives: top-dose ratio change, negative = lower green/red ratio, actives largely listed as inhibitors. actives 0.05% (n = 340,000). AID 493014; active = well fitted inhibition curve with a large enough effect in the signal ratio, with a control signal flat, not every such curve was filed as active; inconclusive = small, poorly fitted or top-dose-only effect, or effect the other way, or a change in a side signal; the % refers to the signal ratio;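 note: potency is the fitted concentration of half-maximal effect; plate controls were basal doxycycline-induced cells for no effect and cells given 10 µM MG132 for full effect; MG132 reads +100%, hits lower the ratio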
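Cell line TMD8 (human ABC DLBCL), stably expressing tet-inducible CBG68-IkBa fusion and CBR; IMDM/0.5% FBS; cpd up to 46 uM; dox induction, 4 h, 37C/5% CO2; dual luminescence; green/red ratio; MG132 control.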
Coupling enz: coupling enzyme interference in Giardia aldolase counter-screen | coupling enzyme system counterscreen, AmpLite Red fluorescence | activity change, negative = inhibition, % at 58.2 µM, hits read low | actives 0.67% (n = 290,000); in the data active = activity change below about -30%; note: % is set by controls: 0 for no effect and ±100 for the full control effect
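Counterscreen of the coupled detection system alone, without aldolase: glyceraldehyde-3-phosphate coupling enzymes plus AmpLite Red readout. Compounds at 57.5 uM final, 10 min RT preincubation, 20 min RT reaction, fluorescence 525/598 nm.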
GALK inh: inhibitors of human galactokinase; Purified GALK, Kinase-Glo residual ATP luminescence; AID 1868; actives 0.007% (n = 270,000); P51570; Potency, µM (top dose mostly 57.5 µM), inactives show at the top dose activity change, negative = inhibition, most hits filed as inhibitors; note: potency is the fitted concentration of half-maximal effect; % is set by controls: 0 for no effect and ±100 for the full control effect
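Human GALK (5 nM) with 35 uM ATP and 100 uM galactose in 20 mM HEPES pH 8.0, 5 mM MgCl2, 60 mM NaCl, 1 mM DTT, 0.01% BSA. After 1 h at room temperature, leftover ATP was read by Kinase-Glo Plus luminescence.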
Menin-MLL TR inh: displaces Texas Red mutant MLL peptide from human menin; AID 1768; Menin + Texas Red MLL mutant peptide, fluorescence polarization; Potency, µM (highest dose often 61.6 µM), without a hit: at the highest dose FP activity change, negative = inhibition, usual class: inhibitors; actives 0.23% (n = 270,000); O00255; active = well fitted inhibition curve with a large enough effect in the polarisation, with a control signal flat, not every such curve was filed as active; inconclusive = small, poorly fitted or top-dose-only effect, or effect the other way, or a change in a side signal; inactive = no such curve, though single readings can be large or run the other way; the % refers to the polarisation; note: potency is the fitted concentration of half-maximal effect; % of control where 0% means no effect; many of its hits are not listed in these tables
Target sequence (O00255 whole entry, looked up): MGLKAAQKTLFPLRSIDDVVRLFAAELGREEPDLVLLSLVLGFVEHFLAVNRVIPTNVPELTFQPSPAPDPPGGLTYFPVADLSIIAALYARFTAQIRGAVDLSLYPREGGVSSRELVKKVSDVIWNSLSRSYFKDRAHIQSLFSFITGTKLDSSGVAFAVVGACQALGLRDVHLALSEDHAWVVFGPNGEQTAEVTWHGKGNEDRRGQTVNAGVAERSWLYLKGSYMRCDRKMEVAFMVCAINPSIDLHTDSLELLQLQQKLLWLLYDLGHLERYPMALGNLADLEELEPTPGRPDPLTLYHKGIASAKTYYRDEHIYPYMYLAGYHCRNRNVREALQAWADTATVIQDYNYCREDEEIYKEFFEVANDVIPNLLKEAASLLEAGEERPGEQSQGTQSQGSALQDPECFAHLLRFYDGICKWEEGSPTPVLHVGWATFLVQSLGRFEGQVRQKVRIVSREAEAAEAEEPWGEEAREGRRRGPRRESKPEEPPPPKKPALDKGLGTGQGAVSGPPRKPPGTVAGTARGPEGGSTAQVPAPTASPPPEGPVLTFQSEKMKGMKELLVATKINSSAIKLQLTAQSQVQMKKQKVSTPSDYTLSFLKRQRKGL
B2AR arrestin: beta2AR (human) beta-arrestin recruitment activity; Potency, µM (top dose mostly 46.1 µM), inactives show at the top dose activation, most hits filed as activators; actives 0.02% (n = 330,000); AID 492947; beta-arrestin recruitment to beta2AR, cell-based reporter; P07550;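 note: potency is the fitted concentration of half-maximal effect; 0% = DMSO controls and full agonism = EC100 isoproterenol or metaproterenol; nearly all actives have a fitted effect of over 65% in size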
PKM2 act: PKM2 (human) enzyme activation; P14618; purified PKM2, Kinase-Glo ATP luminescence, activation; response scale: 0% is enzyme alone, no compound; Potency, µM (titrated, usually from 57.5 µM), for inactives: at the highest dose activation, actives largely listed as activators; actives 0.34% (n = 260,000); note: potency is the fitted concentration of half-maximal effect; % is set by controls: 0 for no effect and ±100 for the full control effect; nearly all actives have a fitted effect of over 55% in size
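Purified hPK-M2 (>95% pure) converted ADP (0.1 mM final) to ATP with 0.5 mM PEP in 50 mM imidazole pH7.2, KCl, MgCl2, Tween 20, BSA; 1 h at room temperature. ATP detected by Kinase-Glo luminescence.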
S-ASM inh: blocks human secretory acid sphingomyelinase. P17405. placental ASM, HMU-PC fluorogenic substrate, 60 min. Potency, µM (series often up to 57.5 µM), for inactives: at the top dose activity change, negative = inhibition, usual class: inhibitors. actives 0.006% (n = 340,000). AID 504937; note: potency is the fitted concentration of half-maximal effect
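HMU-PC0 cleavage (9 uM final) by human placental ASM, 60 min at 37 °C following 10 min compound exposure at RT; stopped at pH 10, fluorescence Ex 386/Em 447 nm.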
a7 integrin act: activators of alpha7 integrin expression for muscular dystrophy; alpha7betagal myoblasts, beta-gal FDG fluorescence, 48 h; Potency, µM (titrated, usually from 38.3 µM), inactives show at the top dose activation, hits mostly activators; actives 0.064% (n = 350,000);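 note: potency is the fitted concentration of half-maximal effect; 100% = response of the positive control SU9516; nearly all actives have a fitted effect of over 60% in size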
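alpha7betagal+/- myoblasts (passage 13, 250/well) treated 48 h at 37C with compounds at 1:260 dilution of DMSO stock. Lysed, then beta-galactosidase activity read as FDG fluorescence (ex 480/em 540) after 30 min, with pre-read for autofluorescence.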
PTAP TSG101 blk: blocks PTAP/TSG101 interaction to inhibit HIV-1 budding; 340,000 tested, under 10 active; Fluorescence polarization, FITC-PTAP peptide / Tsg101 binding; Potency, µM (titrated, usually from 115 µM), inactives show top-dose activity change, negative = inhibition, most hits filed as inhibitors; AID 493005; Q99816; active = well fitted inhibition curve with a large enough effect in the main read-out, with a control signal flat, not every such curve was filed as active; inconclusive = small, poorly fitted or top-dose-only effect, or effect the other way, or a change in a side signal; inactive = no such curve, though single readings can be large or run the other way; note: potency is the fitted concentration of half-maximal effect; % of control where 0% means no effect
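FP read-out: FITC-PTAP peptide, 50 nM final, binding Tsg101 binding domain, 10 uM final; 20 min, r.t.; 10 mM HEPES pH 7.5, 0.15 M NaCl, 0.01% Tween 20, 3 mM EDTA, 0.1 mM TCEP.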
Tb PFK inh: T. brucei PFK enzyme inhibition; T. brucei PFK, ADP-Glo luminescence; Potency, µM (top dose mostly 57.5 µM), for the others: at the top dose activity, negative = inhibition, actives largely listed as inhibitors; actives 0.17% (n = 330,000); AID 485367; O15648;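 note: potency is the fitted concentration of half-maximal effect; 0% = uninhibited 1x PFK enzyme wells and -100% = no-enzyme wells; nearly all actives have a fitted effect of over 60% in size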
Target sequence (O15648 whole entry, looked up): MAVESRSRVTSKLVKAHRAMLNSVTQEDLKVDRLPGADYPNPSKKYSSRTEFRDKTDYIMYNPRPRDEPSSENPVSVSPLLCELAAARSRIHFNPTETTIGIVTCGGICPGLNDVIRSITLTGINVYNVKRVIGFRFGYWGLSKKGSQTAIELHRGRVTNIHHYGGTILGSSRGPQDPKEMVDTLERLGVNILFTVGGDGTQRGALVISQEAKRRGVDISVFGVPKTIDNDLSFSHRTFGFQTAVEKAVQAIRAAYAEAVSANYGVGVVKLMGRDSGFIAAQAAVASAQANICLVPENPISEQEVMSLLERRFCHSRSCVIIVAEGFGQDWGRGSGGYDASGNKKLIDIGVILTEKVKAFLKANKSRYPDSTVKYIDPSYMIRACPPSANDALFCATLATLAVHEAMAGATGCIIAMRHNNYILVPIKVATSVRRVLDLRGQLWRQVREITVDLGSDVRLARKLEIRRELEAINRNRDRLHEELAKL
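PFK 1.25 nM, F6P 0.5 mM, ATP 0.1 mM, 0.1 M TEA pH 8.0, 5 mM MgCl2, 0.01% Tween20, 0.1% BSA; 45 min RT. ADP-Glo readout. qHTS titration up to 57 uM; curves fitted, compounds curve-classed.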
Giardia killer: kills Giardia lamblia; activity change, % at 7.66 µM, hits read low; actives 0.15% (n = 340,000); Giardia lamblia trophozoite viability; in the data active = activity change below about -80%; inconclusive = between about -30% and that limit;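 note: parasites exposed to compound for two days anaerobically before the ATP read; % is set by controls: 0 for no effect and ±100 for the full control effect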
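Luminescent ATP signal served as the viability read-out, measured 15-30 min after adding ATP detection reagent to trophozoites that had been incubated with compounds for 48 hrs at 37 deg C anaerobically at 100 cells/well.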
The depositor's hits bear a star; ? = inconclusive; . = not tested or not shown; ! = not active in a repeat; [ ] = another dose, or the depositor's remark. Unless noted, calls come from the whole dose curve; as a rule, active = well fitted curve in the direction sought with a large enough effect; inconclusive = small, poorly fitted or top-dose-only effect, or another doubt; inactive = no such curve, though single readings can be large; an effect the other way counts as inactive or inconclusive.

The line under a structure holds: BCR signal inh, Coupling enz, GALK inh, Menin-MLL TR inh, B2AR arrestin, PKM2 act, S-ASM inh, a7 integrin act, PTAP TSG101 blk, Tb PFK inh, Giardia killer
- O=C(OCc1cc([N+](=O)[O-])cc2c1OCOC2)c1ccc2ccccc2n1
  1%, 2, 3%, -7%, 0.0%, -2%, 2%, 13%, 1%, -2%, -2
- Cc1ccc(-c2cc(C(=O)NN)n[nH]2)o1
  10%, -1, ., ., -0.7%, 0%, 5%, -1%, -1%, 5%, -10
- CN1CCN(c2nc3c(c(=O)n(C)c(=O)n3C)n2CC(N)=O)CC1
  10%, 0, 3%, 7%, -0.6%, -22%, 5%, -13%, -6%, -4%, 13
- Cc1c(C(=O)N2CCC(C)CC2)cccc1[N+](=O)[O-]
  2%, 1, 5%, 14%, -0.2%, -6%, 1%, 6%, 0%, -1%, 0
- Cc1c(S(=O)(=O)Nc2ccc(Oc3ccccc3)cc2)c(=O)n(C)c(=O)n1C
  4%, ., -3%, ., 0.1%, 0%, 0%, 23%, 1%, -4%, 0
- O=C(COC(=O)c1cc(=O)[nH]c2ccccc12)NCc1ccc(F)cc1
  2%, ., ., ., -0.2%, ., 12%, 6%, 1%, -1%, 4
- CCCCN(C(=O)c1ccc(-c2ccc([N+](=O)[O-])cc2)o1)c1c(N)n(CCCC)c(=O)[nH]c1=O
  -7%, ., ., ., 0.1%, ., -6%, -2%, 2%, -1%, -3
- COc1ccc(-c2noc(-c3cc4ccccc4oc3=O)n2)cc1
  0%, -2, -4%, ., -0.2%, -3%, ., ., ., 4%, .
- CC12CCC(C(=O)N(CCC#N)CCC#N)(CC1=O)C2(C)C (centres undefined)
  0%, 3, -2%, 7%, 0.4%, -8%, 4%, 20%, -10%, 30%, -18
- COc1ccc(NC(=O)COC(=O)C2CCC2)cc1Cl
  0%, ., -1%, ., 0.0%, 4%, -3%, ?, -10%, -1%, -16
- Cc1cccc(N(CC(=O)NC2CCCCC2)C(=O)CCCC(=O)Nc2ccccn2)c1
  ?, 2, -4%, -12%, -0.3%, -11%, 2%, 10%, -3%, -3%, -2
- Cn1c(Cc2ccccc2)nnc1SCC(=O)c1cccs1
  6%, -1, -1%, -5%, 0.3%, -8%, 3%, 19%, -8%, -7%, 7
- CCc1ccc(CCC(=O)Nc2ccc(OC)cc2)o1
  -7%, 4, 0%, 11%, 0.4%, -9%, 6%, 16%, -6%, -4%, 4
- c1ccc(CCNCCCOc2cccc3ccccc23)cc1
  -5%, 0, -5%, 1%, -0.6%, 0%, 0%, -44%, -9%, -1%, -5
- COc1ccc(CCN2CC(O)=C(c3nc(C)cs3)C2=N)cc1OC
  -10%, 1, -3%, 1%, -0.2%, 5%, -3%, 5%, 0%, 5%, -8
- Cn1c(CCN2CCCCC2)nc2cc(NC(=O)COc3ccc([N+](=O)[O-])cc3)ccc21
  ?, -2, -1%, 12%, -1.0%, ., -5%, -39%, -1%, -24%, 14
- COC(=O)c1ccc(CSc2ncnc3c2nnn3-c2ccc(OC)cc2)o1
  8%, -2, 0%, 10%, -0.6%, -14%, -6%, 1%, 0%, -2%, 3
- COc1ccc(N(C(=O)CS(=O)CC(=O)Nc2ccc(F)cc2)C(C(=O)NC2CCCCC2)c2cccs2)cc1 (centres undefined)
  -2%, 2, ., -1%, -0.3%, 2%, 3%, 9%, 0%, 5%, 1
- CCOC(=O)C1=C(NC(=S)NC(=O)c2ccccc2)c2ccccc2CC1(C)C
  ?, -2, -2%, -3%, -0.9%, 0%, -2%, -51%[inhibitor], -3%, -6%, 15
- CC1(OC(=O)C2CCCC2)C(=O)C=C2C=C(c3ccsc3)N(CC3CC3)C=C2C1=O (centres undefined)
  5%, -34*!, -1%, -10%[11.7 µM], -0.5%, 0%[11.5 µM], 34%[activator], 4%, -6%, -9%, -17
- Fc1ccccc1N1CCN(c2nc(-c3cccs3)nc3ccccc23)CC1
  15%, 0, 1%, 6%, -0.8%, 1%, -7%, ?, -2%, 1%, 1
- Cc1sc2ncnc(SCC(=O)Nc3cccc(S(N)(=O)=O)c3)c2c1C
  ?, ., ., ., -0.3%, ., -10%, -35%, 0%, 0%, -10
- Cc1ccccc1-n1sc2cc(F)ccc2c1=O
  ?, 4, 3%, 11%, -0.4%, -54%, 0%, -72%[inhibitor], 0%, 2.7µM*, -8
- CC(C)NC(=O)c1onc(CSc2ccc(Cl)cc2)c1C(=O)O
  ?, 4, -6%, 14%, -0.4%, -2%, 9%, -7%, -2%, 0%, 6
- O=C(Nc1cc(-c2nc3ccccc3s2)ccc1Cl)c1ccc2c(c1)OCO2
  ?, ., -3%, ?, -0.1%, 0%, 0%, ?, -2%, -1%, -9
- O=C(CSc1nc2ccccc2c(=O)n1CCCN1CCOCC1)Nc1ccc(F)c(Cl)c1
  -7%, ., ., ., 0.1%, ., -13%, -13%, -5%, -1%, -6
- CCOC(=O)C(CC)Sc1nc(N)c(NC(=O)c2ccc(OC)c(OC)c2)c(=O)[nH]1 (centres undefined)
  1%, 5, 1%, 7%, 0.3%, 0%, 3%, -4%, 1%, -2%, 26
- Cc1cc(C)cc(NC(=O)COc2ccc3c(C)c(Cc4ccccc4)c(=O)oc3c2)c1
  -1%, -10, 5%, 3%, -0.7%, 2%, ., ., ., 3%, .
- CCOCC(=O)Nc1cc(C(=O)NCCc2ccccc2)ccc1Cl
  ?, -1, 5%, 10%, 0.2%, -15%, 2%, -3%, 0%, 0%, -4
- O=[N+]([O-])c1ccccc1N/N=C/c1cccc(O)c1O
  ?, -1, 1%, ., 0.0%, -18%, -7%, -5%, -7%, -12%, -1
- Fc1ccccc1CSc1nnc(-c2ccccc2)o1
  0%, 3, 0%, 8%, -0.4%, 7%, 0%, -12%, -2%, 0%, 12
- C(=N\Nc1ccc2ccccc2n1)/c1ccc2c(c1)OCO2
  ?, -7, 8%, ?, -0.2%, 3%, ., 45%, -4%, 4%, -1
- COC(=O)c1ccc(-n2c(C)cc(C(=O)CSc3cccc[n+]3[O-])c2C)cc1
  0%, -2, 0%, -3%, 0.1%, ., 0%, -22%, 5%, 0%, 10
- Cc1cc(NC(=O)CSc2nnc(-c3ccoc3C)n2N)no1
  0%, 1, 0%, -12%, 0.0%, 0%, 9%, 17%, -3%, 1%, 9
- COc1cccc2cc(-c3csc(CCn4nc(C)cc4C)n3)c(=O)oc12
  -5%, 0, -1%, -2%, 3.9%, 13%, 1%, -20%, 0%, 3%, -9
- CCOC(=O)c1c(NC(C)=O)sc2c(OCC(O)CN(CC)CC)c(Br)ccc12 (centres undefined)
  5%, 0, 2%, ?, -0.1%, -1%, -9%, -60%[inhibitor], -4%, -1%, -21
- CN(CCO)c1ccc(C(C(=O)c2ccccc2)c2ccc(N(C)CCO)cc2)cc1
  -6%, ., ., ., 0.1%, ., 1%, 34%, -6%, -23%, 7
- CNc1nc(Nc2ccc(Br)cc2)nc(N)c1[N+](=O)[O-]
  2%, 2, 0%, -1%, -1.0%, -4%, 2%, 3%, -4%, -2%, 1
- COc1cc(OC)cc(-c2nnc(NC(=O)c3ccc4c(c3)OCCO4)o2)c1
  -1%, -4, 1%, 24%, 0.1%, ., 0%, 0%, 0%, 4%, -12
- CCCCN(C(=O)CCC(=O)O)C1CC(=O)N(c2ccc(OCCC)cc2)C1=O (centres undefined)
  11%, 3, 3%, 3%, -0.1%, -5%, 4%, 6%, -8%, 9%, -28
- O=C1c2cccnc2C(O)N1Cc1ccc(F)cc1 (centres undefined)
  4%, -4, 0%, -9%, -1.7%, -15%, 3%, 14%, ., -10%, -2
- COc1ccc(O)c(/C=N/NC(=O)CCC(=O)Nc2ccc(C)cc2)c1
  -2%, 1, -1%, -1%, -0.2%, ., 48%, -30%, -5%, 3%, -4
- CCN(CCNC(=O)C1CCCN(S(=O)(=O)CC)C1)c1ccccc1 (centres undefined)
  -1%, -1, -2%, -2%, -1.2%, -7%, -1%, 0%, 3%, 6%, -17
- O=C(Cc1c(F)cccc1Cl)Nc1ccccc1-c1ccccc1
  ?, 3, 15%, -25%, 0.1%, -1%, -1%, 4%, -7%, 1%, -25
- Cn1cccc1-c1cc(C(=O)N/N=C/C=C/c2ccccc2)[nH]n1
  -15%, -1, 14%, 44%[activator], 0.2%, 0%, -9%, -9%, -6%, 3%, 4

Assay outcomes from PubChem.

Only part of the results is shown; rates above refer to the full screens.
